Screening data (PubChem BioAssay)
sEH act: activators of human soluble epoxide hydrolase | P34913 | purified human sEH enzymatic activity, activator screen | activation, % at 2 µM | actives 0.04% (n = 91,000) | AID 717; in the data active = activation above about 37%; also: values of inactives mirror those of a sister screen read the other way
Target sequence (P34913 whole entry, looked up): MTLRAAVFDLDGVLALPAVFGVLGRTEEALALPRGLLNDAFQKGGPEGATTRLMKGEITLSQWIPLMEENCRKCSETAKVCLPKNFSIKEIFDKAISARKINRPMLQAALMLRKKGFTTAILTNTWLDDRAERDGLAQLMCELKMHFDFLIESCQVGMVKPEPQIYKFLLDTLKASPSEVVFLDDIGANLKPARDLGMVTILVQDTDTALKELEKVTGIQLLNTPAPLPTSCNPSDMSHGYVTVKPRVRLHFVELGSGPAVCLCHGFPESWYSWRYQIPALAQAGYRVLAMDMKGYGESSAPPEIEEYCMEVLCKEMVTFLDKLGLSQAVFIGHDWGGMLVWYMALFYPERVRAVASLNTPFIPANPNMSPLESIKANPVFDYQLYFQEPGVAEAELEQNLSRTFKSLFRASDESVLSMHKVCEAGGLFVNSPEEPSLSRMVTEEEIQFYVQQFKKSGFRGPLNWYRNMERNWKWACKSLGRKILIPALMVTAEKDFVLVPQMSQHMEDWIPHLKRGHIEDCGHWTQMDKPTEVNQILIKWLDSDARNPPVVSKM
S1P2 agonist: activates the human S1P2 receptor; activation, % at 4.5 µM; actives 0.46% (n = 97,000); O95136; S1P2-expressing cell line, agonist reporter read-out; AID 729; in the data active = activation above about 16%;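 also: 0% = vehicle low control and 100% = maximal reference agonist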
Target sequence (O95136 whole entry, looked up): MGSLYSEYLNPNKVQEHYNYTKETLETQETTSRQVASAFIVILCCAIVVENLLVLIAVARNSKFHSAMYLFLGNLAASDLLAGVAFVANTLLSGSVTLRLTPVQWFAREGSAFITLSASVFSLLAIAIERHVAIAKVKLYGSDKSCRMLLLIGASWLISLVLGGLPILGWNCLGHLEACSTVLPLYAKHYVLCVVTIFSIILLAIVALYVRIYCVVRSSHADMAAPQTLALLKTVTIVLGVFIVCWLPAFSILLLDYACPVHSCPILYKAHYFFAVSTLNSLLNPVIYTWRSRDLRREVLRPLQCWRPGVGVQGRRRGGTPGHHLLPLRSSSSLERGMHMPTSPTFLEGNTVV
PostGolgi ctrl: yeast control strain growth, post-Golgi counter-screen | efflux-deficient yeast background strain, growth absorbance A615, 16 h | inhibition, % at 10 µM | actives 5% (n = 98,000) | AID 738; in the data active = inhibition above about 30%
sEH inh: inhibitors of human soluble epoxide hydrolase. P34913. recombinant human sEH enzymatic activity assay. inhibition, % at 2 µM. actives 0.34% (n = 91,000); in the data active = inhibition above about 80%; also: values of inactives mirror those of a sister screen read the other way; many of its hits are not listed in these tables
S1P2 blocker: blocks the human S1P2 receptor | O95136 | cell-based S1P2 antagonist assay, inhibition at 5 uM | inhibition, % at 5 µM | actives 0.21% (n = 97,000) | AID 736; in the data active = inhibition above about 45%;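 also: CRE beta-lactamase reporter cells expressing human S1P2 stimulated with S1P; 0% = agonist at EC80 alone and 100% = agonist plus reference antagonist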
HUVEC inhibit: human endothelial cell proliferation inhibition; HUVEC proliferation, CellTiter-Glo luminescence, 72 h; hits give low values; viability, % at 10 µM (by protocol); actives 1.1% (n = 86,000); AID 648;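 active = viability at or below 30%; inactive = viability above 30%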;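 also: 100% = median luminescence of DMSO-only cell control wells on each plate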
LYP act: activators of human LYP (PTPN22) phosphatase. actives 0.11% (n = 96,000). recombinant LYP, DiFMUP fluorescence; 0 = plate median, 100 = signal doubled. Q9Y2R2. activation, % at 2 µM;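 active = activation at 2 µM above a set limit, the mean plus 5 SD, cut at about 37% in these data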
Fibroblast inh: blocks proliferation of human lung fibroblasts. viability, % at 10 µM. LL 47 human lung fibroblast viability, ATP luminescence; hits give low values. actives 1.1% (n = 85,000). AID 719;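 active = viability at or below 50% in the single dose screen; inactive = viability above 50%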;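 also: compound exposure lasted 72 h before the ATP readout; 100% = median luminescence of untreated cell-only wells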
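Test system: LL 47 human lung fibroblasts / Quantity: 1,150 cells in each well / Medium: IMEM growth medium with 15% fetal bovine serum / Incubation: 72 h compound exposure at 37 °C after overnight plating / Detection: CellTiter-Glo luminescence measuring cellular ATP / Read-out: % viability versus median cells-only luminescence / Benchmarks: cell-only wells, no compound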
H69AR growth 86K: blocks growth of human H69AR lung tumor cells | viability, % at 10 µM | actives 6% (n = 85,000) | H69AR lung tumor viability, ATP luminescence, 72 h; hits give low values;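 active = viability at or below 40%; inactive = viability above 40%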;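 also: multidrug resistant small cell line overexpressing MRP-1 efflux transporter; 100% = mean luminescence of untreated control wells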
* hit, by the source's call; / = not tested or not shown. Only part of the results is shown. The share of hits here may be higher or lower than overall.

SMILES	sEH act	S1P2 agonist	PostGolgi ctrl	sEH inh	S1P2 blocker	HUVEC inhibit	LYP act	Fibroblast inh	H69AR growth 86K
Cc1cccc2cc(CN(CCN3CCOCC3)C(=O)NCc3ccccc3)c(=O)[nH]c12	-3.7	-5.7	0.6	0.8	12.0	87.0	1.5	98.2	100.3
O=C(O)c1ccc2c(c1)C(=O)N(CCC1=CCCCC1)C2=O	/	/	2.0	/	/	89.9	/	103.2	93.5
O=C(COc1ccc(Cl)cc1)NCc1nnc(SCC(=O)Nc2ccc3c(c2)OCCO3)o1	3.0	-5.6	4.9	2.2	-4.0	99.3	13.9	98.2	96.7
Cc1cccc(C)c1Nc1nnc(SCC(=O)NCc2ccco2)s1	6.4	-3.4	-0.6	-2.9	16.3	101.4	2.3	107.0	108.0
Cc1cc(O)c(C(C)C)cc1NC(=O)Cn1nc(C)c2ccccc2c1=O	/	/	5.9	/	/	94.9	/	100.9	105.4
CN(C)c1ccc(C(=S)N2CCCCCC2)cc1	4.8	-0.1	15.2	-4.5	-10.3	104.0	-0.1	94.4	89.2
Cc1occc1-c1nnc(SCC(=O)NC(C)(C)C)n1C(C)c1ccccc1 (configuration not stated)	1.7	-2.2	7.7	-2.2	9.4	104.0	-7.7	103.6	93.9
CCOC(=O)N1CCN(CC(O)COCc2ccc(Cl)cc2)CC1 (configuration not stated)	0.0	-4.5	11.1	2.2	-13.5	116.8	-1.6	110.0	112.2
Cn1c(SCC(=O)NCC2CCCO2)nnc1-c1c[nH]c2ccccc12 (configuration not stated)	-5.6	-2.4	3.3	7.2	14.3	112.2	-2.8	98.1	92.5
CCOc1ccccc1C(=O)N(C)Cc1cc2cc(OC)ccc2[nH]c1=O	/	-8.5	5.8	/	-3.0	98.2	-9.2	91.0	81.5
COc1ccc2[nH]c(C)c(CCN3C(=O)C4CC=CCC4C3=O)c2c1 (configuration not stated)	-6.5	-6.1	23.2	5.7	-8.6	98.1	-5.0	103.0	98.0
O=C(CCN1C(=O)c2ccccc2C1=O)N1CCN(Cc2ccccc2)CC1	10.2	-2.3	/	-8.9	-13.9	97.7	-4.5	99.1	80.7
Cc1csc2ncc(C(=O)N3CCCc4ccccc43)c(=O)n12	/	-2.0	20.6	/	-1.2	/	-3.1	/	/
O=C1CC(N2CCN(Cc3ccccc3)CC2)C(=O)N1CCc1ccccc1 (configuration not stated)	/	/	4.8	/	/	96.6	/	99.2	99.2
CCCC(=O)c1ccc2c(c1)OCCO2	2.8	0.2	-1.7	-2.1	-27.8	109.4	13.7	115.2	90.5
CC(C)(C)NC(=O)Cn1nnc(-c2cccs2)n1	-0.8	-2.8	-9.2	3.6	-3.1	98.6	3.3	96.5	87.3
Cn1c(SCc2c(Cl)cccc2Cl)nnc1-c1cccs1	-9.7	-2.8	6.7	6.8	18.2	108.7	11.2	91.9	78.6
CNS(=O)(=O)c1ccc(Oc2ccc(S(=O)(=O)NC)cc2)cc1	4.5	-3.1	-1.1	-3.2	0.9	115.1	4.9	102.0	100.9
CCCc1nc(SCC(=O)N2CCCc3ccccc32)c2c(=O)n(C)c(=O)n(C)c2n1	6.0	-5.1	37.1*	-6.3	2.6	/	-0.1	/	/
COc1cccc(-c2cc3nc4c(c(N5CCC6(CC5)OCCO6)n3n2)CCCC4)c1	-2.3	7.2	77.5*	3.5	-68.5	77.9	1.7	/	54.8
CN1CCN(c2ccc([N+](=O)[O-])cc2/C=N/NC(=O)c2ccc(F)cc2)CC1	5.8	-3.8	-0.7	-3.8	7.1	/	11.3	/	/
CCC(C(=O)OC)n1cnc2c(cnn2-c2ccc(Cl)cc2)c1=O (configuration not stated)	-3.8	-0.7	40.8*	3.5	-3.5	82.2	-4.3	94.3	87.4
Cc1ccc(OC(=O)COc2ccccc2)c(-n2nc3ccccc3n2)c1	9.5	-6.4	12.5	-6.9	2.4	88.8	-0.6	101.3	76.1
CC(=O)Nc1ccc(S(=O)(=O)c2ccc(N)cc2)cc1	7.4	-7.5	12.4	-7.4	9.4	98.5	-5.7	94.3	101.5
O=C(CSc1nnnn1C1CCCCC1)Nc1cccc(NC(=O)c2ccco2)c1	/	/	16.1	/	/	92.6	/	108.0	84.1
COc1cc(OC)c(OC)cc1CN(C)CCc1ccccn1	/	/	6.8	/	/	95.5	/	95.2	88.9
CC(=O)c1ccc(Sc2ccccc2)cc1	-11.0	-6.3	6.2	10.1	2.9	/	-2.1	/	/
O=C(NCc1ccccc1F)c1ccc2c(c1)OCO2	3.1	-2.2	5.3	0.1	-22.8	100.1	5.0	96.2	97.6
COc1cccc(C(=O)COC(=O)C(C)N2C(=O)c3ccccc3C2=O)c1 (configuration not stated)	-0.5	0.6	-4.0	-0.8	1.1	99.6	-1.8	95.9	98.9
O=c1c2ccccc2nc2n1C(CSCc1ccccc1)CS2 (configuration not stated)	5.3	-2.7	3.8	-7.4	33.2	/	-1.5	/	/
Cc1noc(C)c1COC(=O)CN(C)S(=O)(=O)c1ccc(Cl)cc1	/	/	-0.1	/	/	101.2	/	94.3	91.2
O=c1oc(-c2cccs2)nc2ccc(Br)cc12	-5.6	-2.8	18.3	7.2	14.4	75.8	-0.2	98.5	95.0
O=C1c2ccccc2NC(c2ccc(-c3ccc(Br)cc3)o2)N1O (configuration not stated)	-3.7	-8.7	18.4	4.4	16.7	/	-16.6	/	/
Cc1cc2nc(-c3cccnc3SCC(=O)NCc3ccco3)[nH]c2cc1C	-8.7	-0.9	7.3	7.1	5.6	63.2	-18.4	79.7	44.7
COc1ccc(CCNC(=O)C2CCN(S(=O)(=O)c3cc(OC)ccc3OC)CC2)cc1	-19.6	0.4	-1.2	19.5	2.6	89.6	-1.1	104.4	93.5
COc1ccc(S(=O)(=O)N(C)CC(=O)Nc2ccccc2C(F)(F)F)cc1Cl	6.7	-2.7	4.1	-8.2	14.9	95.6	3.5	108.4	92.0
Cc1cccc(C(CC(=O)O)n2cccc2)c1 (configuration not stated)	11.7	0.9	-2.5	-10.1	-38.5	100.1	4.9	99.0	92.7
c1cc2c3c(cccc3c1)C(N1CCCCC1)=N2	-5.2	-5.2	3.5	6.4	-6.6	89.2	4.4	92.6	85.4
O=C(Nc1cccc(-c2cnc3ccccc3n2)c1)c1ccccc1	5.3	-5.8	-1.5	-2.5	10.8	/	13.1	/	/
Cc1nc2c(cnn2-c2ccccc2Cl)c(=O)n1-c1ccc(C(C)C)cc1	-6.4	-9.3	14.8	6.6	11.3	101.3	-7.6	93.8	48.8
C=CCn1c(C)cc(-c2csc(N)n2)c1C	-6.5	0.0	-4.9	6.3	-19.5	/	-7.6	/	/
CCOC(=O)c1ccc(CSc2nnc(C)n2N)o1	4.8	-4.9	4.9	-4.3	4.1	90.8	-5.1	105.1	98.3
CCS(=O)(=O)N1CCN(C(=O)c2ccccc2)CC1	2.9	-7.3	3.0	-4.9	-4.1	95.9	7.9	97.6	101.4
CC1Cc2ccccc2N1C(=O)c1cnsn1 (configuration not stated)	-5.2	-3.7	3.9	3.5	-0.7	97.1	1.4	103.9	84.6
Brc1ccc(-c2noc(CCc3ccccc3)n2)cc1	10.8	-1.7	/	-9.4	-4.4	101.3	1.4	91.8	92.4
CC(C)C[C@H](NC(=O)NC(C)C)C(=O)O	-5.0	-8.9	13.1	6.2	-9.1	95.2	-7.2	97.3	89.7
CCC(=O)Nc1cccc(-c2cnc3ccccc3n2)c1	3.6	-5.3	1.3	-0.6	-22.1	107.0	1.1	102.5	76.6
N#Cc1nc(-c2cccc(Cl)c2)oc1NCc1cccnc1	-4.5	3.6	11.5	7.0	-37.9	79.4	2.6	90.3	58.2

Entries shown so far containing two or more sulfur atoms, in the order listed:
SMILES	sEH act	S1P2 agonist	PostGolgi ctrl	sEH inh	S1P2 blocker	HUVEC inhibit	LYP act	Fibroblast inh	H69AR growth 86K
Cc1cccc(C)c1Nc1nnc(SCC(=O)NCc2ccco2)s1	6.4	-3.4	-0.6	-2.9	16.3	101.4	2.3	107.0	108.0
Cn1c(SCc2c(Cl)cccc2Cl)nnc1-c1cccs1	-9.7	-2.8	6.7	6.8	18.2	108.7	11.2	91.9	78.6
CNS(=O)(=O)c1ccc(Oc2ccc(S(=O)(=O)NC)cc2)cc1	4.5	-3.1	-1.1	-3.2	0.9	115.1	4.9	102.0	100.9
O=c1c2ccccc2nc2n1C(CSCc1ccccc1)CS2 (configuration not stated)	5.3	-2.7	3.8	-7.4	33.2	/	-1.5	/	/

The listing continues:
SMILES	sEH act	S1P2 agonist	PostGolgi ctrl	sEH inh	S1P2 blocker	HUVEC inhibit	LYP act	Fibroblast inh	H69AR growth 86K
Cc1ccc(OCc2nnc(NC(=O)OCC(C)C)s2)cc1	-7.7	-5.6	0.5	9.9	-11.9	94.0	-0.5	103.5	101.6
CC(C(=O)N1CCCCC1)N1C(=O)c2ccccc2C1=O (configuration not stated)	-0.8	-3.5	11.5	2.4	24.5	111.2	0.6	100.3	90.9
COc1ccc(C2(O)CCN(Cc3nnnn3Cc3ccc(C)cc3)CC2)cc1	-4.0	-6.8	10.7	3.0	-1.4	89.5	-11.4	106.2	81.8
CCSc1nc(N)c(C#N)c(-c2ccccc2Cl)c1C#N	9.3	-4.7	1.2	-7.8	-19.3	99.7	2.0	98.8	37.2*
COc1ccc(NC(=O)CCNS(=O)(=O)c2ccc3c(c2)c(=O)n(C)c(=O)n3C)cc1	0.9	-4.6	-7.2	-1.7	-3.6	/	-5.9	/	/
CCc1nnc(SCC(=O)NC2CCCC2)nc1CC	-5.6	0.2	22.2	4.4	-8.0	91.8	-1.0	96.8	87.1
O=C(OCc1ccccc1)c1ccc2c(c1)-c1ccccc1C2=O	-0.1	-4.4	11.1	2.8	7.7	/	-1.5	/	/
Cc1nc2c(C(=O)NCc3ccccc3)c[nH]n2c(=O)c1Cl	8.4	-0.5	-0.8	-10.3	3.2	85.8	-11.9	102.8	/
COCC(=O)NC(c1ccccc1)c1ccccc1	12.4	-2.8	-1.5	-8.3	3.5	108.3	-5.8	106.4	101.4
C=CCn1c(Cc2c[nH]c3ccccc23)nnc1SCC(=O)NCc1ccccc1	-10.5	-2.2	22.6	12.0	21.2	92.6	4.3	102.8	72.7
CCNC(=O)Cn1cc(C#N)c2ccccc21	1.1	-9.4	/	3.8	-9.4	98.5	-5.8	76.7	88.1
CC(=O)c1c(C)[nH]c(C(=O)N2c3ccccc3CC2C)c1C (configuration not stated)	-3.8	-5.0	5.4	4.4	13.0	100.7	-1.9	100.2	103.8

The last 3 compounds of the section before are carried over, then new ones follow.
SMILES	sEH act	S1P2 agonist	PostGolgi ctrl	sEH inh	S1P2 blocker	HUVEC inhibit	LYP act	Fibroblast inh	H69AR growth 86K
C=CCn1c(Cc2c[nH]c3ccccc23)nnc1SCC(=O)NCc1ccccc1	-10.5	-2.2	22.6	12.0	21.2	92.6	4.3	102.8	72.7
CCNC(=O)Cn1cc(C#N)c2ccccc21	1.1	-9.4	/	3.8	-9.4	98.5	-5.8	76.7	88.1
CC(=O)c1c(C)[nH]c(C(=O)N2c3ccccc3CC2C)c1C (configuration not stated)	-3.8	-5.0	5.4	4.4	13.0	100.7	-1.9	100.2	103.8
CCOc1ccc(NS(=O)(=O)c2ccc3[nH]cc(C(=O)NCC4CCCO4)c(=O)c3c2)cc1 (configuration not stated)	/	-5.0	0.6	/	9.7	102.2	-2.6	102.7	97.8
O=C1NC(=O)/C(=C/c2ccccc2Oc2ccc(Cl)cc2)S1	15.5	-1.7	19.0	-12.9	-11.0	/	-1.9	/	/
FC(F)(F)c1nnc2c(Sc3ccc(Cl)cc3)nc3ccccc3n12	-1.3	-6.6	2.5	0.5	4.6	/	7.6	/	/
COc1cc(OC)cc(C(=O)Nn2c(C)nc3ccccc3c2=O)c1	6.8	-8.4	0.6	-6.2	22.5	92.8	-1.1	106.0	95.5
Cc1nnc(SCc2ccc(F)cc2Cl)s1	-1.6	-7.3	7.7	2.7	-4.1	104.6	-11.6	104.6	89.0
CCOC(=O)C1C(=O)NC(N2CCCCC2)=NC1c1ccco1 (configuration not stated)	-0.5	-1.0	1.9	3.1	-19.2	97.7	-7.0	100.4	75.2
Cc1cccnc1NCC(O)COc1ccccc1 (configuration not stated)	13.7	-3.4	6.8	-15.8	12.9	92.5	5.2	94.8	86.8
